# dFosB activator: activators of mouse delta FosB homodimer; P13346; purified delta FosB, TAMRA-CDK5 oligo fluorescence polarization; percent of positive-control signal above neutral wells; activation, % at 25 µM; 0.99% of 340,000 active;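 active = mean activation above about 17%, with every replicate also reaching it, limit read from the data, passing the limit was not always enough; inconclusive = only one of the two conditions met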;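 also: fluorescence polarization rise as delta FosB binds a TAMRA Cdk5 AP-1 oligo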
# Rtt109 HAT inh: inhibitors of Candida albicans Rtt109/Vps75 histone acetyltransferase; Q5AAJ8; purified Rtt109/Vps75, ThioGlo CoA-SH fluorescence, 4 h; inhibition, % at 34.9 µM; 0.16% of 330,000 active; AID 540336;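 active = inhibition of at least 50% in every replicate; inconclusive = best replicate reaches 50% inhibition but some replicates fall short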
# SR-BI uptake up: SR-BI HDL lipid transfer activation. 0.096% of 320,000 active. AID 504775. CHO ldlA[mSR-BI] cells, DiI-HDL uptake fluorescence, 3 h; 100 = double the neutral-control signal. activation, % at 12.5 µM;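 active = mean replicate activation of at least 60% and every replicate at or above 60%; inconclusive = mean or all-replicate condition met, but not both; inactive = mean below 60% and not all replicates reaching 60%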;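 also: 0% = median plate neutral-control signal and 100% = twice that signal; values of inactives mirror those of a sister screen read the other way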
#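 Assay system: CHO ldlA[mSR-BI] cells, LDL receptor-null, SR-BI overexpressing; medium: Ham's F12 with 0.5% BSA, HEPES 25 mM, pH 7.4; also added: DiI-HDL 10 µg/mL; timing: 3 h uptake period with compound, 37 °C; signal: DiI fluorescence, bottom read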
# Wnt bcat act: activators of Wnt/beta-catenin signaling; activation, % at 9.35 µM; Wnt/beta-catenin reporter cell assay, activator, plate reader; AID 743398; 1.2% of 300,000 active; in the data active = activation above about 30%, passing the limit was not always enough; inconclusive = no clear call, values can overlap the other calls;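 also: 0% = neutral control wells and 100% = positive control wells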
# CDK5 p35 inh: inhibitors of human CDK5/p35 kinase; Recombinant CDK5/p35, ADP-Glo luminescence, 60 min; AID 488839; 0.01% of 330,000 active; inhibition, % at 10 µM;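 active = highest replicate inhibition of at least 50% and at least 75% of replicates reaching 50%; inconclusive = only one of the two criteria met; inactive = both criteria failed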;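 also: plate controls were DMSO neutral control for no effect and GW8510 at 10 µM for full effect; many of its hits are not listed in these tables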
# Target sequence (Q00535 whole entry, looked up): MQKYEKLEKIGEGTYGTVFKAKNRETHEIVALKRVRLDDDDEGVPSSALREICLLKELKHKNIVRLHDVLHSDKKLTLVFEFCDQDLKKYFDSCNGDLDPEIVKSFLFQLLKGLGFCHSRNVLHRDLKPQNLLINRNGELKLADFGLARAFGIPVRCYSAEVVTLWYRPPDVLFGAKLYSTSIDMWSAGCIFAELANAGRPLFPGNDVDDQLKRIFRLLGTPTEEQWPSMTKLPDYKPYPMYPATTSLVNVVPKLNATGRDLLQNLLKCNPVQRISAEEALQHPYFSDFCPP
# Target sequence (Q15078 whole entry, looked up): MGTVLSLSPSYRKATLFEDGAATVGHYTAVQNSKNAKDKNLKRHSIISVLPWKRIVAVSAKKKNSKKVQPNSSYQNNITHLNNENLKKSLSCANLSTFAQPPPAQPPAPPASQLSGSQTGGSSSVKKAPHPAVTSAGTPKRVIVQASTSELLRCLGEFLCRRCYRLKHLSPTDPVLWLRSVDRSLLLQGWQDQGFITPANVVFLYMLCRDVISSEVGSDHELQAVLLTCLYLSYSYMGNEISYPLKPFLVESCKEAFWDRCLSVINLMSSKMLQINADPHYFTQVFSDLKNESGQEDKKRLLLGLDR
# RTF Ca sens act: cardiac RTF calcium sensitization; 0.24% of 340,000 active; IANBD-labeled TnC RTF fluorescence at EC20 calcium; 0% EC20 calcium, 100% full calcium; AID 493008; activation, % at 7.2 µM;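 active = activation above the mean over all tested compounds plus 3 SD, cut at about 30% in these data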;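 also: rise in fluorescence read as greater calcium sensitivity of cardiac thin filaments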
# HTR5A ag: HTR5A agonism, opioid heterodimer counter-screen; P47898; HTR5A agonist assay, luminescence, cell-based; activation, % at 9.3 µM; 0.61% of 340,000 active; AID 504692; in the data active = activation mostly above about 9.5%, no sharp cut-off; inactive = mostly below about 7.6%;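 also: 0% = cells with vehicle only and 100% = reference agonist; strong numbers were not always called active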
# Target sequence (P47898 whole entry, looked up): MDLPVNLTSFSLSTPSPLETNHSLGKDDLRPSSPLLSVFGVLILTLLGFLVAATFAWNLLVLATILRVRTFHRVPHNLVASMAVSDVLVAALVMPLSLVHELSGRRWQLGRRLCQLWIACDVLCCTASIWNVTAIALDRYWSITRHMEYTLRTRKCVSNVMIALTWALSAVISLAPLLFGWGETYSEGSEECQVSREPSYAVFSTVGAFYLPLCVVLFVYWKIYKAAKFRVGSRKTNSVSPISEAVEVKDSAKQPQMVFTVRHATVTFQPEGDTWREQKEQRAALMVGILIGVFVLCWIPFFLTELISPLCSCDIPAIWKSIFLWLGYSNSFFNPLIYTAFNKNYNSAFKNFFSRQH
# PvdQ inh: P. aeruginosa PvdQ acylase inhibition. inhibition, % at 10 µM. purified PvdQ acylase, fluorescence plate reader. 0.063% of 340,000 active. AID 488965; in the data active = inhibition above about 30%, passing the limit was not always enough; inconclusive = no clear call, values can overlap the other calls;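 also: 0% = vehicle neutral wells and 100% = reference inhibitor wells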
# SR-BI DiI inh: inhibitors of mouse SR-BI mediated HDL lipid uptake | Q61009 | ldlA[mSR-BI] CHO cells, DiI-HDL uptake fluorescence, 3 h | inhibition, % at 12.5 µM | 0.96% of 320,000 active;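 active = mean replicate inhibition of at least 70% and a set share of replicates each scoring 70 or more; inconclusive = meets just one of the two criteria; inactive = fails both criteria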;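 also: 0% = median of neutral control wells and 100% = median of positive control wells; values of inactives mirror those of a sister screen read the other way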
# MITF TRPM1 HTS: activators of MITF-driven TRPM1 promoter activity in SK-MEL-5 cells. activation, % at 12.5 µM. 0.75% of 300,000 active. AID 588334. SK-MEL-5 TRPM1-promoter luciferase, 24 h; % of positive control, neutral wells = 0;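 active = mean activation of at least 80% with every replicate also reaching 80%; inconclusive = mean reaches 80% but some replicate falls short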;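 also: 0% = neutral control wells and 100% = parthenolide positive control wells; values of inactives mirror those of a sister screen read the other way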
# * hit, by the source's call; u = inconclusive; x = not tested or not shown.
SMILES,dFosB activator,Rtt109 HAT inh,SR-BI uptake up,Wnt bcat act,CDK5 p35 inh,RTF Ca sens act,HTR5A ag,PvdQ inh,SR-BI DiI inh,MITF TRPM1 HTS
O=C(CCN1CCC2CCC(C2)C1)c1ccccc1 (stereo not drawn),5,-4,17,-3,-0.1,-9,-1,-7,-17,-7
COc1cc(/C=C(\C#N)C(=O)NCc2ccccc2)ccc1OCc1ccc(C(=O)O)cc1,-5,-7,17,-2,1.8,8,6,-12,-17,12
Cc1cc2ccccc2n1CCNC(=O)c1ccc(S(=O)(=O)N2CCOCC2)cc1,-23,21,-31,-3,2.1,3,-6,-11,31,-3
CN(C)c1ccc(CNc2ncn[nH]2)cc1,-3,-2,16,0,1.1,1,1,0,-16,13
COc1ccc(Cc2ccc(OC)c(N)c2)cc1N,1,-8,18,0,-1.0,1,-1,-15,-18,8
Cc1ccc2c(c1)C1CC(C)(O2)N(c2cccc(C(=O)N3CCN(c4ccccn4)CC3)c2)C(=O)N1 (stereo not drawn),-16,8,-19,3,-1.6,0,1,-15,19,-2
N#CCCn1c(O)c(N=NC(=O)CNC(=O)c2cccs2)c2ccccc21,6,1,x,2,1.9,4,0,-5,x,-12
O=c1[nH]c(Cn2nnc(-c3ccccc3)n2)nc2scc(-c3ccccc3)c12,34*,22,-11,x,0.9,-5,7,1,11,3
Cc1ccc2nc(-c3ccc(F)cc3)nc(SCC(=O)NCC3CCCO3)c2c1 (stereo not drawn),-8,-5,-1,5,1.4,-5,-5,-8,1,-12
O=C(O)c1ccc(NC(=S)N2CCCCC2)cc1,1,-3,-40,0,-0.1,-2,4,2,40,20
O=[N+]([O-])c1ccccc1/C=C/C=N/n1c(-c2ccco2)n[nH]c1=S,1,1,-10,0,1.2,-8,-5,4,10,-6
Cc1nc2ncnn2c(C)c1Cc1ccc(Cl)cc1,-6,-2,12,4,-1.9,-4,0,-18,-12,-2
Cc1ccc([N+](=O)[O-])c(OCCCN2C(=O)NC(C)(C)C2=O)c1,0,-2,-11,0,3.5,20,2,-22,11,0
COc1ccc(C(O)C(CC(=O)NCCCOC(C)C)C(=O)NCCCOC(C)C)cc1OC (stereo not drawn),-1,11,-3,-1,-1.7,5,2,-12,3,-6
CCSc1nnc(NC(=O)C2Cc3ccccc3CN2C(=O)c2ccco2)s1 (stereo not drawn),-9,-1,6,x,-0.8,1,-1,-3,-6,-12
CCCn1cc(SCC(=O)Nc2nnc(C)s2)c2ccccc21,3,-9,30,1,-0.6,7,4,-13,-30,-5
S=c1[nH]nc(-c2cccc(Br)c2)o1,8,1,13,3,1.8,-3,4,-1,-13,-1
Cc1ccc(C)c(CNS(=O)(=O)c2c(C)[nH]c(C)c2C(=O)N2CCCCC2)c1,-16,11,21,-3,-0.1,-5,1,3,-21,-8
O=C(/C=C/c1ccco1)N(Cc1ccc(Cl)cc1)C1CCS(=O)(=O)C1 (stereo not drawn),1,-6,14,0,0.5,-1,2,-10,-14,-3
CN(CC(=O)Nc1cccc(F)c1)C(=O)c1cn(-c2ccccc2)nc1-c1cccs1,-9,6,-7,5,-2.0,1,4,-3,7,2

# Ten structures already listed, sorted by molecular weight, highest first.
SMILES,dFosB activator,Rtt109 HAT inh,SR-BI uptake up,Wnt bcat act,CDK5 p35 inh,RTF Ca sens act,HTR5A ag,PvdQ inh,SR-BI DiI inh,MITF TRPM1 HTS
COc1ccc(C(O)C(CC(=O)NCCCOC(C)C)C(=O)NCCCOC(C)C)cc1OC (stereo not drawn),-1,11,-3,-1,-1.7,5,2,-12,3,-6
CN(CC(=O)Nc1cccc(F)c1)C(=O)c1cn(-c2ccccc2)nc1-c1cccs1,-9,6,-7,5,-2.0,1,4,-3,7,2
Cc1ccc2nc(-c3ccc(F)cc3)nc(SCC(=O)NCC3CCCO3)c2c1 (stereo not drawn),-8,-5,-1,5,1.4,-5,-5,-8,1,-12
O=c1[nH]c(Cn2nnc(-c3ccccc3)n2)nc2scc(-c3ccccc3)c12,34*,22,-11,x,0.9,-5,7,1,11,3
O=C(/C=C/c1ccco1)N(Cc1ccc(Cl)cc1)C1CCS(=O)(=O)C1 (stereo not drawn),1,-6,14,0,0.5,-1,2,-10,-14,-3
CCCn1cc(SCC(=O)Nc2nnc(C)s2)c2ccccc21,3,-9,30,1,-0.6,7,4,-13,-30,-5
Cc1ccc([N+](=O)[O-])c(OCCCN2C(=O)NC(C)(C)C2=O)c1,0,-2,-11,0,3.5,20,2,-22,11,0
Cc1nc2ncnn2c(C)c1Cc1ccc(Cl)cc1,-6,-2,12,4,-1.9,-4,0,-18,-12,-2
O=C(O)c1ccc(NC(=S)N2CCCCC2)cc1,1,-3,-40,0,-0.1,-2,4,2,40,20
S=c1[nH]nc(-c2cccc(Br)c2)o1,8,1,13,3,1.8,-3,4,-1,-13,-1

# Remaining list, next part:
SMILES,dFosB activator,Rtt109 HAT inh,SR-BI uptake up,Wnt bcat act,CDK5 p35 inh,RTF Ca sens act,HTR5A ag,PvdQ inh,SR-BI DiI inh,MITF TRPM1 HTS
Cn1c(C(=O)OC(C(=O)NC2CCCC2)c2cccnc2)cc2sccc21 (stereo not drawn),-11,-5,6,x,0.6,8,-1,-12,-6,-5
O=C(CC1Oc2ccccc2NC1=O)NCCCN1CCN(C2CCCCC2)CC1 (stereo not drawn),-8,6,17,-7,2.0,-1,5,6,-17,10
CCOc1ccc(-c2nc(C#N)c(NCC3CCCO3)o2)cc1 (stereo not drawn),-2,x,-30,2,-0.5,0,5,9,30,x
O=C(/C=C/c1cccc(Cl)c1)N1CCC(Cc2ccccc2)CC1,-12,-2,x,-2,-1.4,2,7,-8,x,12
CC(=O)c1cccc(Nc2ncnc3ccc(Br)cc23)c1,-35,-6,-22,1,0.7,3,3,-16,22,-5
CCCCN(C(=O)CSc1nnc(-c2ccc(OC)cc2)n1CC)c1c(N)n(Cc2ccccc2)c(=O)[nH]c1=O,-9,6,-10,-4,0.0,-6,0,11,10,-2
C/C(=N\NC(=O)COc1ccccc1[N+](=O)[O-])c1cccs1,-1,-2,-17,35*,-1.0,-6,0,2,17,64
Cc1ccccc1CN1C(=O)c2ccccc2Sc2ccc(C(=O)NCCCN3CCOCC3)cc21,13,20,4,-2,x,-5,3,1,-4,-18
Cc1ccc(C(=O)CCC(=O)Nc2ccccc2C)cc1C,1,5,-3,-1,0.8,0,-4,-17,3,x
Nc1nonc1NC(=O)NN=C1CCCCC1,-6,9,3,-1,-0.9,5,14,1,-3,0
COCCNc1nnc(SCC(=O)NNC(=O)c2ccco2)s1,4,-10,20,6,-0.6,-4,-1,-9,-20,-5
O=C1N[C@@H](c2ccccc2)COC(=O)[C@@H](Cc2ccc(F)cc2)CC/C=C/C[C@H]1CC(=O)N(CCO)Cc1ccccc1,-16,9,-9,-3,2.2,-3,2,-1,9,-1
CC(C)Oc1ccc(/C=N/NC(=O)c2ccc(N(Cc3ccccc3)S(C)(=O)=O)cc2)cc1,-6,-2,-18,1,-0.5,0,-1,-16,18,12
Cc1ccc(N=Cc2c(O)c3ccccc3oc2=O)cc1F,4,-5,-2,1,0.8,4,6,-1,2,-6
CN(C)CCCNc1c2ccccc2nc2ccccc12,72*,3,14,10,2.1,-3,-2,0,-14,-66
Cc1ccc(NC(=O)c2ccc(=O)n(CC(=O)Nc3ccccc3)n2)cc1,15,-7,3,0,-0.3,1,-2,-2,-3,-16
CC(C)(C)OC(=O)N/N=C\c1ccc(OC(=O)c2ccco2)cc1,-1,-3,1,12,3.0,-6,0,-7,-1,40
COC(=O)c1[nH]c2ccc(Cl)cc2c1NC(=O)c1ccccc1[N+](=O)[O-],u,-5,-6,-12,0.2,-6,-2,-10,6,9
COc1ccc(NC(=O)c2cnc(SC)nc2C)c(OC)c1,-3,3,0,-1,0.6,3,-3,-10,0,6
COc1ccc(NC(=O)c2cnc(NS(=O)(=O)c3ccccc3)nc2)cc1,-8,-5,x,-1,-2.8,-7,6,-11,x,8
Cn1c(CNC(=O)CCNC(=O)c2ccccc2F)cc(=O)n(C)c1=O,-10,-8,11,0,0.6,-1,-5,-3,-11,7
CC(C)Cn1c(CN2CCCCC2C)nc2c1c(=O)n(C)c(=O)n2C (stereo not drawn),-5,-10,-4,-3,-2.6,1,7,0,4,x
CCc1ccc(N2CCN(CCNC(=O)Nc3ccccc3)CC2)cc1,-1,-1,14,-1,1.4,-2,-1,-18,-14,-15
COc1ccc(OCC(=O)Nc2cccc(C(=O)Nc3ccccc3C(=O)O)c2)cc1,-8,10,-7,-3,-2.7,4,8,-6,7,0
COc1ccc(C2=NS(=O)(=O)N(C)C(C(=O)NCc3cccs3)=C2)cc1OC,-5,20,-33,-2,-0.4,2,-3,-13,33,-2
COc1ccc(NC(=O)c2cc(C)nc3ccccc23)cc1S(=O)(=O)Nc1ccccc1Cl,0,-2,-48,-6,0.0,-3,0,9,48,-2
CCCNC(=O)COC(=O)c1ccc(S(=O)(=O)N2CCCCCC2)cc1,1,5,-9,x,0.7,5,-4,-12,9,-1
Cc1cnc(N2C(=O)c3ccc([N+](=O)[O-])cc3C2=O)s1,-4,-2,1,8,0.4,-5,-1,3,-1,-1
Cc1cccc(NC(=O)CSc2nnc3ccc(-c4ccccn4)nn23)c1,-19,-5,2,3,-1.0,-6,0,-2,-2,2
COc1ccc(-c2cc(C(F)(F)F)nc(SCCC(=O)N3CCCC3)n2)cc1,-11,-4,-60,-4,-1.8,-7,1,-4,60,12
Cc1ccc([C@@H]2CC=C(C(=O)O)[C@H](c3ccccc3F)N2S(=O)(=O)c2ccccc2C)cc1,-4,3,-1,-4,-9.3,2,9,-18,1,-1
COc1ccc(Cl)cc1NC(=O)c1cnc2sccn2c1=O,2,6,-35,2,0.2,-1,0,-4,27,x
Cc1ccccc1NC(=O)c1ccc(S(=O)(=O)N(C)C)cc1,-11,-13,-6,-3,0.2,5,-6,-11,6,8
Cc1ccc(NC(=O)CN(C)CC(=O)Nc2ccc(N3CCOCC3)cc2)cc1F,-4,x,-28,-1,-2.7,7,0,-26,28,-7
N#Cc1ccsc1NC(=O)c1cccc([N+](=O)[O-])c1,-2,-9,2,-1,-2.1,-4,0,-6,-2,7

# Copied from above for reference:
SMILES,dFosB activator,Rtt109 HAT inh,SR-BI uptake up,Wnt bcat act,CDK5 p35 inh,RTF Ca sens act,HTR5A ag,PvdQ inh,SR-BI DiI inh,MITF TRPM1 HTS
O=C(/C=C/c1cccc(Cl)c1)N1CCC(Cc2ccccc2)CC1,-12,-2,x,-2,-1.4,2,7,-8,x,12
CC(=O)c1cccc(Nc2ncnc3ccc(Br)cc23)c1,-35,-6,-22,1,0.7,3,3,-16,22,-5

# Source: PubChem BioAssay (several laboratories)
